Screening results deposited in PubChem BioAssay by National Center for Advancing Translational Sciences (NCATS).
PLK1 PBD inh: inhibitors of human PLK1 polo-box domain binding; 360,000 compounds, 2.8% hits; Plk1 PBD binding of FITC phosphopeptide, fluorescence polarization; P53350; Potency, µM, for inactives: max response, negative = inhibition, most hits filed as inhibitors; also: potency is read from the fitted curve at half-maximal effect; series mostly up to about 57 µM; % is scaled to controls: 0 for no effect and ±100 for the full control effect; nearly all actives have a fitted effect of over 65% in size
Target sequence (P53350 whole entry, looked up, the tested form may be a part): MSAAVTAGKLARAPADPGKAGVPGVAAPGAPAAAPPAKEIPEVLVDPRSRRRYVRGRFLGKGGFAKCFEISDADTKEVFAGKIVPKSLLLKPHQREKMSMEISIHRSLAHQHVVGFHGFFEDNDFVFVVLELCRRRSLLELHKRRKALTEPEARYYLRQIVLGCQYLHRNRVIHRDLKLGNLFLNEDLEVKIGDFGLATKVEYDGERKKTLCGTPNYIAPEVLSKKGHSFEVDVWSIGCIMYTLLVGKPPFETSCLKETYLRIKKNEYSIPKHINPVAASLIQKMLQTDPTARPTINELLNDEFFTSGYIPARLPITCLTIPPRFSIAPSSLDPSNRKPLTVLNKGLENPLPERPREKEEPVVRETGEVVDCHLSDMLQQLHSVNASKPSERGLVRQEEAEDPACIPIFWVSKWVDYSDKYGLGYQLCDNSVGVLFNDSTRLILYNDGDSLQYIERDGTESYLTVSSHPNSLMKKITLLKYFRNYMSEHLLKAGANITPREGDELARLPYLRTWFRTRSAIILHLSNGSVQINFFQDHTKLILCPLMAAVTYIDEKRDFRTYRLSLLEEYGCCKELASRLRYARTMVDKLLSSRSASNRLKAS
IL2 activator: activators of IL-2; IL-2 activation reporter assay, cell-based qHTS; stimulated with anti-CD3/CD4/CD28 beads; in transgenic mouse T cells; activation, % (series mostly up to about 46 µM); 360,000 compounds, 0.065% hits; AID 652025; in the data active = activation above about 50%; inconclusive = mostly about 30% to 49%; also: 0% is about no effect
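Unstimulated transgenic mouse T cells preincubated 60 min with compound, then stimulated with anti-CD3/anti-CD4-coated beads plus anti-CD28 for 18 h at 37 degrees C. IL-2 response read as EGFP and DsRed fluorescence by plate cytometry.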
CCT chaperon mod: changes cytosolic chaperonin activity. purified chaperonin ATPase assay, HTRF ADP detection, 30 min. activity change, % (no concentration beside the values), hits read low. 360,000 compounds, 0.3% hits; in the data active = activity change below about -30%; also: % is scaled to controls: 0 for no effect and ±100 for the full control effect
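Enzyme 40 or 20 nM (batch-dependent) in Tris pH 7.4/KCl/MgCl2/DTT; cpd 76 uM single point; ATP 10 uM; 30 min 37 °C; Transcreener ADP HTRF detection, 30 min RT; ratio 665/615.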
EPAC1 agonist: EPAC1 (human) agonism. EPAC1 agonist qHTS, biochemical assay; response scale: 100% = response to 6.5 mM cAMP. Potency, µM (doses to about 154 µM), without a hit: top-dose activation, usual class: activators. AID 720707. 360,000 compounds, 0.073% hits; also: potency is read from the fitted curve at half-maximal effect; nearly all actives have a fitted effect of over 60% in size
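Read-out is the fluorescence drop as BODIPY-GDP leaves Rap1B (480 nm excitation, 540 nm emission), recorded every 5 minutes over 30 minutes. Reactions held 100 nM EPAC1, 250 nM Rap1B–BODIPY-GDP and 50 uM GDP, with 6.5 mM cAMP setting full activation.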
WRN inhibitor: WRN helicase (human) inhibition; Q14191; WRN helicase unwinding, fluorescent forked duplex, kinetic; Potency, µM (titrated, usually from 114 µM), for the others: at the top dose activity change, negative = inhibition, most hits filed as inhibitors; 360,000 compounds, 0.46% hits; AID 651768; also: potency is read from the fitted curve at half-maximal effect; % is scaled to controls: 0 for no effect and ±100 for the full control effect; nearly all actives have a fitted effect of over 55% in size
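Fluorescence dequenching readout, ex 525 nm/em 598 nm, kinetic mode: forked duplex DNA (100 nM final) with adjacent fluorophore and quencher unwound by WRN (20 nM final) with 2 mM ATP. Compound preincubation 15 min, room temperature.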
PI5P4Ka inh: PI5P4K alpha (human) kinase inhibition | 330,000 compounds, 1.2% hits | PI5P4Kalpha enzyme, ADP-Glo luminescence, 60 min; hits give low values | max response, % | P48426; active = max response of -50% or lower; inconclusive = between -30% and -50%; inactive = -30% or higher; also: value at the top dose of about 77 µM; % is scaled to controls: 0 for no effect and ±100 for the full control effect
Target sequence (P48426 whole entry, looked up): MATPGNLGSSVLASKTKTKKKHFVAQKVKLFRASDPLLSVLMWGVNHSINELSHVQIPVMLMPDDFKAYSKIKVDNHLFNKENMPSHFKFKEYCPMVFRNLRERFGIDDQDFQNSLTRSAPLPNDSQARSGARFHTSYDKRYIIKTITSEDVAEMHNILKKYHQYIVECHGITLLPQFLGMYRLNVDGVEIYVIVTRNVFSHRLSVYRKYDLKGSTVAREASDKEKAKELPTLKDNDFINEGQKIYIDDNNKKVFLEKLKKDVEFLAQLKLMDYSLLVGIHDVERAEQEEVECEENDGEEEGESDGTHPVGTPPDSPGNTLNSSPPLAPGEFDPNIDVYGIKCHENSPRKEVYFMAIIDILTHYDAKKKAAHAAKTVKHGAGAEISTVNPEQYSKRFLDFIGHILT
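Controls without substrate or without enzyme flank wells where PI5P4Kalpha converts substrate using 5 microM ATP (final). Incubation lasts 60 minutes at room temperature; ADP formed is read by ADP-Glo luminescence.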
EPAC1 antagonist: antagonists of human EPAC1 | 360,000 compounds, 0.14% hits | O95398 | EPAC1 GEF assay, Rap1b-BODIPY-GDP exchange fluorescence | AID 720709 | Potency, µM (highest dose often 115 µM), inactives show at the top dose activity change, negative = inhibition, hits mostly inhibitors;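 also: potency is read from the fitted curve at half-maximal effect; plate controls were vehicle for no effect and positive control for full effect; nearly all actives have a fitted effect of over 50% in size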
EPAC2 agonist: EPAC2 (human) agonism; Potency, µM (series often up to 154 µM), inactives show top-dose activation, hits mostly activators; Q8WZA2; EPAC2 activation, biochemical qHTS; response scale: 100% = 6.5 mM cAMP response; 360,000 compounds, 0.079% hits; also: potency is read from the fitted curve at half-maximal effect; nearly all actives have a fitted effect of over 50% in size
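Readout is BODIPY fluorescence (480 nm excitation, 540 nm emission), which falls as labeled GDP is exchanged off Rap1B. EPAC2 at 100 nM acted on 250 nM RAP1B-BODIPY-GDP with 50 uM GDP present.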
* hit, by the source's call; ? = inconclusive; nt = no result given; [ ] = another dose, or the depositor's remark. Unless noted, calls follow the shape of the dose curve; as a rule, active = well fitted curve in the direction sought with a large enough effect; inconclusive = small, poorly fitted or top-dose-only effect, or another doubt; inactive = no such curve, though single readings can be large; an effect the other way counts as inactive or inconclusive. Not all compounds are listed. The share of hits here may be higher or lower than overall.

SMILES	PLK1 PBD inh	IL2 activator	CCT chaperon mod	EPAC1 agonist	WRN inhibitor	PI5P4Ka inh	EPAC1 antagonist	EPAC2 agonist
O=C(COC(=O)c1ccc(Cl)c([N+](=O)[O-])c1)Nc1ccccc1OC(F)F	-8%	-4.4	-2.5	5%	-15%	-4	-23%	9%
CNc1cc(C)c(C#N)c2nc3ccccc3n12	-2%	0.3	-8.6	9%	-20%	-5	-2%	15%
Cc1ccc(S(=O)(=O)NCC(=O)NCC(=O)N2CCN(c3ncccn3)CC2)cc1C	-16%	-3.2	0.6	3%	4%	2	-16%	-2%
Cc1ccccc1NC(=O)CCCC(=O)c1ccccc1	8%	-5.5	-2.1	-2%	0%	4	1%	-1%
Cc1[nH]n(-c2ccccc2)c(=O)c1/C=N/NC(=O)c1ccc(O)cc1O	-14%	0.7	3.0	-5%	-10%	-16	7%	-4%
O=C(NCCC1=CCCCC1)C1CCN(C(=O)Cc2ccccc2)CC1	-11%	-1.2	-2.9	-2%	-15%	3	?	-9%
Cc1ccc(C)c(N2CCN(S(=O)(=O)c3c(C)[nH]c(C)c3C(=O)N3CCCCC3)CC2)c1	-28%	-2.4	-0.5	-11%	-3%	-10	-19%	-10%
Cc1cc(C)c[n+](CC(=O)c2c(C)cc(C)c([N+](=O)[O-])c2C)c1	-6%	-0.7	-2.1	8%	-4%	-1	-3%	12%
Cc1ccc(S(=O)(=O)N(C)C[C@@H]2Oc3ccc(NS(C)(=O)=O)cc3CC(=O)N([C@H](C)CO)C[C@@H]2C)cc1	-24%	0.0	-2.4	-6%	0%	0	?	-15%
O=C1CSC(=S)N1	1%	-0.2	-0.9	-13%	-3%	-5	-19%	-2%
CCCCNCCCOc1cccc(Cl)c1Cl	-13%	-3.7	1.1	6%	8%	nt	-20%	-18%
CCCC(=O)Nc1ccc(N2CCCCC2)cc1	?	-1.3	-3.5	4%	11%	-5	-1%	-6%
CC1(Cc2ccc3c(c2)OCO3)C(=O)Nc2c(Cl)ccc(Cl)c21 (stereo unspecified)	-2%	-0.5	-3.3	-5%	-14%	-2	-24%	22%
COc1ccc(OC)c(S(=O)(=O)N2CCCC(C(=O)NCCN3CCOCC3)C2)c1 (stereo unspecified)	0%	-0.9	-0.7	9%	-1%[57.1 µM]	4	3%	0%
O=C(NC1CCCCC1)C1c2ccccc2OCC(=O)N1C1CC1 (stereo unspecified)	3%	-0.4	0.4	7%	0%	5	-10%	10%
COc1ccc(NC(=O)C2CC(=O)NC3=C2C(=O)CC(C)(C)C3)cc1 (stereo unspecified)	-7%	1.2	1.4	-1%	8%	nt	6%	7%
Cc1ccc2nc(Cn3cc(C(F)(F)F)cc(Cl)c3=O)cc(=O)n2c1	-6%	-1.0	-1.6	-8%	4%	1	-8%	1%
CCOC(=O)[C@@H](NC(=O)CC[C@H]1O[C@@H](n2ccc(=O)[nH]c2=O)[C@H](O)[C@@H]1O)C(C)C	-3%	-0.4	-1.6	-2%	-3%	0	-2%	9%
COc1ccc(CCn2c(=N)c(S(=O)(=O)c3ccccc3)cc3c(=O)n4ccccc4nc32)cc1	-16%	11	1.5	9%	3%	0	-12%	-5%
O=C(O)c1ccc(NC(=O)c2cn(-c3ccccc3)nc2-c2cccc(Cl)c2)cc1	?	0.2	-1.3	-3%	-8%	12	-4%	-2%
Nc1nnc2cc(Cl)ccc2n1	-9%	-0.6	-1.0	0%	-11%	3	-2%	6%
Cc1cc(C)c2cc(CN(Cc3nnnn3C3CCCCC3)CC3CCCO3)c(=O)[nH]c2c1 (stereo unspecified)	-2%	-0.2	1.7	-1%	-19%	nt	-3%	7%
COc1ccc(CCNC(=O)C2CC(=O)N(c3ccc(C)cc3)C2)cc1 (stereo unspecified)	-15%	-0.6	2.2	7%	4%	5	-6%	0%
COc1ccc(Cc2nnc(SCC(=O)Nc3ccccc3)[nH]c2=O)cc1	?	-3.5	-0.1	-2%	-7%	-13	20%	7%
CC(C)C[C@H]1CNC(=S)N1CC1CCN(CC2CCC(C(C)(C)C)CC2)CC1 (stereo partly specified)	-6%	-0.6	-1.9	-21%	3%	-17	-25%	-3%
SMILES	PLK1 PBD inh	IL2 activator	CCT chaperon mod	EPAC1 agonist	WRN inhibitor	PI5P4Ka inh	EPAC1 antagonist	EPAC2 agonist
CN(CC(=O)Nc1ccc(C(N)=O)cc1)CC(=O)Nc1ccccc1Br	-1%	-1.0	-1.6	-1%	-8%	-7	-7%	12%
Cc1nnc(SCc2cc(=O)oc3cc(O)ccc23)n1Cc1ccccc1	-3%	-1.3	-2.2	-2%	6%	3	-6%	-1%
Cc1nnc(SC(C(=O)Nc2ccc(Cl)c([N+](=O)[O-])c2)c2ccccc2)[nH]c1=O (stereo unspecified)	-21%	1.9	-3.4	-12%	-22%	-6	-2%	-4%
O=C(COc1ccccc1)Nc1cc(NC(=O)COc2ccccc2)cc(C(=O)O)c1	?	1.2	1.5	-1%	-8%	-17	-8%	-3%
C/C(=N/NC(=O)c1sc(NS(=O)(=O)c2ccccc2)nc1C)c1sc(N)nc1C	-3%	-1.5	-2.0	2%	-15%	-5	-9%	1%
CCOC(=O)CCCNC(=O)CCNC(=O)c1ccc(OCC(C)C)cc1	-3%	0.0	-2.4	10%	-32%	5	13%	6%
CCC(=O)NS(=O)(=O)c1ccc(N=NN2CCCCC2)cc1	-8%	0.3	-1.9	1%	10%	-1	5%	-3%
S=c1[nH]nc(Nc2cccc(Cl)c2)s1	-22%	-1.1	-1.9	6%	-5%	-55*	-3%	6%
Cn1c(=O)[nH]c(=O)c2c1nc(N/N=C/c1cccnc1)n2Cc1ccc(Cl)cc1	-8%	-1.2	1.5	3%	-13%	5	-29%	0%
CC1=C(C#N)C(NC(=O)c2cccc(Cl)c2)(C(F)(F)F)C(=O)N1 (stereo unspecified)	-6%	-4.2	2.0	-13%	3%	1	4%	4%
CCCc1nc2oc3c(NCCN4CCOCC4)ncnc3c2c2c1CCCC2	-2%	-0.5	2.1	5%	-12%	nt	13%	-18%
CCOC(=O)CSc1[nH]c(=O)cc(C)c1C#N	-9%	-1.4	-1.9	3%	7%	-6	10%	-4%
COc1ccc(C(=O)COC(=O)CNC(=O)c2cc(OC)cc(OC)c2)cc1	-14%	-3.0	0.7	2%	1%	-1	-7%	16%
c1ccc(OCc2nn3c(Cn4cnc5ccccc54)nnc3s2)cc1	24µM*	-1.5	0.0	-2%	-10%	nt	10%	-1%
COc1ccc(/C=C/C(=O)Oc2cccc(/C=N/NC(=O)Cc3ccc(Br)cc3)c2)cc1	-10%	-2.3	0.1	16%	-5%	5	-2%	19%
O=C(NCc1ccco1)C(c1ccccc1)N(C(=O)Cc1cccs1)c1ccccc1 (stereo unspecified)	1%	1.0	-3.7	13%	-2%	9	-7%	6%
OC1CCN(c2c3c(nc4cc(-c5cccc(F)c5)nn24)CCCC3)CC1	-1%	-1.3	-0.9	7%	-24%	nt	?	12%
COc1ccc(C2CC(=O)NC(=O)C2)cc1	-8%	0.8	-1.2	9%	5%	-12	7%	17%
CCOC(=O)N1CCN(C(=O)c2cc3c(=O)n(C)c4ccccc4c3n2C)CC1	-2%	-3.0	-2.7	14%	-4%	10	-12%	8%
Cc1cc(C(=O)CSc2nnc(-c3ccc4c(c3)OCO4)o2)c(C)n1-c1ccc(F)cc1	0%	-0.1	0.2	-4%	-23%	13	1%	-11%
COc1ccccc1/C=N/Nc1nc(C)cc(C)n1	-6%	-2.1	-1.1	1%	-7%	-6	6%	-4%
O=C(Nc1ccccn1)C1CCN(c2ncnc3c2nc2n3CCCCC2)CC1	-4%	0.0	3.2	2%	-3%	-1	-33%	8%
Cc1c(C)c2c(OCC(=O)N3CCC(C(=O)O)CC3)cc3c(c2oc1=O)CCC(C)(C)O3	-10%	-0.2	0.9	-16%	-20%	16	-14%	2%
Cc1cc(=O)[nH]c(N/N=C/C2=C(N3CCOCC3)C(=C\c3ccc(Cl)cc3)/CC2)n1	?	-2.6	0.0	-5%	-31%	?	-3%	18%
COc1ccc(C(=O)N2CCN(c3nc4ccccc4o3)CC2)cc1OC	-3%	-1.4	0.2	-2%	-2%	3	-27%	8%

Part of the list above, showing only IL2 activator, EPAC1 agonist and CCT chaperon mod:
compound | IL2 activator | EPAC1 agonist | CCT chaperon mod
Cc1nnc(SCc2cc(=O)oc3cc(O)ccc23)n1Cc1ccccc1 | -1.3 | -2% | -2.2
Cc1nnc(SC(C(=O)Nc2ccc(Cl)c([N+](=O)[O-])c2)c2ccccc2)[nH]c1=O (stereo unspecified) | 1.9 | -12% | -3.4

Additional records follow.
SMILES	PLK1 PBD inh	IL2 activator	CCT chaperon mod	EPAC1 agonist	WRN inhibitor	PI5P4Ka inh	EPAC1 antagonist	EPAC2 agonist
COC(=O)c1cc(S(=O)(=O)Nc2cccc(-c3ccno3)c2)c[nH]1	7%	0.7	1.4	6%	-3%	1	7%	2%
COc1ccc(C(=O)N2CCCCC2)cc1S(=O)(=O)Nc1ccccc1	1%	2.3	-1.9	0%	0%	nt	1%	11%
Cc1coc2cc3oc(=O)c(CC(=O)N4C[C@H]5C[C@@H](C4)c4cccc(=O)n4C5)c(C)c3cc12	-3%	-0.8	0.6	-4%	11%	-6	-20%	-2%
CCN1CCN(c2ccc(S(=O)(=O)N3CCCCC3)cc2NC(=O)c2ccc(C)c(C)c2)CC1	-7%	-0.8	-5.7	4%	-5%	8	-30%	10%
COc1cccc(Nc2nc3ccccc3n3cnnc23)c1	1%	-1.7	-0.4	2%	-6%	-3	-6%	6%
O=C(Cc1cccnc1)N[C@@H]1CC[C@H](CCn2cc(Cc3ccccc3)nn2)O[C@@H]1CO	-11%	0.1	nt	9%	6%	-3	15%	4%
COCCN(CC1CCCN(C2Cc3ccccc3C2)C1)C(=O)CCC(C)=O (stereo unspecified)	-6%	4.6	-1.7	10%	4%	-3	6%	10%
COc1ccc(S(=O)(=O)N2CCOCC2)cc1NC(=O)COc1ccccc1OC	0%	0.6	-0.7	-12%	-4%	-7	-7%	14%
CC(Sc1nc2ccccc2c(=O)n1C)C(=O)Nc1ccc2c(c1)OCCO2 (stereo unspecified)	-13%	-0.4	-2.0	6%	-2%	2	-14%	18%
